Screening data from PubChem.
H9c2 TAG inh: reduces triacylglycerol accumulation in H9c2 cells; AID 651582; inhibition, % at 12.5 µM; hit rate 0.66% among 230,000; Nile Red lipid (TAG) fluorescence; cells loaded with 200 µM oleic acid;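 active = pattern-corrected inhibition of lipid staining of at least 50% with the nuclear-stain viability signal not falling by more than 50%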;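 note: 0% = DMSO wells and 100% = triacsin C control wells; some results filed as inactive read as strong as hits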
H9c2 TAG inh DAPI viability: recorded beside H9c2 TAG inh, whose call it bears; DAPI nuclei signal change (viability), lower = more cytotoxic, %;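 whole-well DAPI fluorescence read on a plate reader as a viability signal; minus 50 percent equals half of cells still viable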
* = called active by the depositor.

Sequence of screens – H9c2 TAG inh, H9c2 TAG inh DAPI viability
C[C@H]1CN=C(Nc2ccccc2)N1CC1CCCCCC1
    -9, 3
CCN(CC)c1ccc(NC(=O)OC)cc1
    -5, -9
OCc1nc2ccccc2n1Cc1ccc(Cl)cc1
    6, -2
O=C(Nc1ccncc1)c1cc(-c2ccccc2)nc2ccccc12
    25, -2
COc1ccc(C(=O)O)cc1F
    -22, 6
COc1ccc(Cl)cc1NS(=O)(=O)c1cccc(C(=O)NCC(C)(C)N2CCOCC2)c1
    7, 0
COC(=O)c1ccc(CN2C(=O)NC3(CCC(C)CC3)C2=O)o1 (stereo not given)
    -1, 6
Cc1ccc(C(=O)NCC(=O)NCC(c2cccs2)N2CCOCC2)cc1C (stereo not given)
    4, 5
O=C(c1ccccc1)c1ccc2nc(Nc3ccccc3)c3nncn3c2c1
    -7, 9
COc1ccccc1CNC(=O)COC(=O)c1ccc(N2CCCC2=O)cc1
    26, -7
CCOc1c2ccc(C(=O)NCCc3ccc(C)cc3)cc2nn1CC
    -3, 2
Cc1ccccc1C1C(C#N)=C2N=C(N)c3c(sc4c3CCCCC4)N2C2=C1C(=O)CC(C)(C)C2 (stereo not given)
    -26, 2
Cc1ccc(S(=O)(=O)N2CCOCC2)cc1NC(=O)c1cc([N+](=O)[O-])ccc1N1CCOCC1
    -4, 0
COc1ccc(C)cc1S(=O)(=O)Nc1cccc(Cl)c1Cl
    -26, -2
CCCCNc1cc(F)nc(N)n1
    -2, -1
Cc1cccc(NC(=O)CCCN2C(=O)C3CC=CCC3C2=O)c1 (stereo not given)
    1, -1
O=C(C[C@H]1C/C=C\C[C@H](Cc2ccc(F)cc2)C(=O)O[C@@H](c2ccccc2)CNC1=O)N[C@@H](CO)Cc1ccccc1
    -9, 1
CSc1n[nH]c2nc3c(c(=O)n12)C1(CCCCC1)Cc1ccccc1-3
    14, -4
COc1cccc(CC(=O)OCC(=O)NC(Cc2ccccc2)C(C)=O)c1 (stereo not given)
    6, -8
CC(C)NC(=O)N(C)C[C@@H]1OCc2cnnn2CCCC(=O)N([C@H](C)CO)C[C@@H]1C
    -12, 20
CSc1cccc(NC(=O)CN(C2CCCCC2)S(C)(=O)=O)c1
    -7, 11
O=C(c1ccccc1)C(O)(CN1CCCCC1)c1ccccc1 (stereo not given)
    -5, 0
COc1cc(Cl)ccc1OCc1cc(C(=O)N(C)C2CC(C)(C)NC(C)(C)C2)no1
    8, -7
CC(=O)Nc1ccc(NC(=O)c2csc([C@H]3C[C@H](O)[C@@H](CO)O3)n2)cc1
    -16, 8
COc1ccc(CCNc2nc(C)nc3c2oc2ccccc23)cc1OC
    -30, 7
Cc1[nH]nc2c1C(c1ccc(OC(=O)c3ccco3)cc1)C(C#N)=C(N)O2 (stereo not given)
    3, -8
Cc1ccccc1-c1nn(-c2ccc(F)cc2F)cc1CNCCN(C)C
    7, 3
O=C(NCc1ccccn1)c1cc(-n2cnnc2)ccc1Cl
    23, 8
COC(C[C@@H](O)CC(=O)[C@H](C)OCc1ccccc1)OC
    -27, 0
CCc1cccc(C)c1NC(=O)CSc1nc2ccc(N3C(=O)c4ccccc4C3=O)cc2s1
    -16, 2

6 compounds from above, sorted by count of non-hydrogen atoms, descending:
Sequence of screens – H9c2 TAG inh, H9c2 TAG inh DAPI viability
Cc1ccccc1C1C(C#N)=C2N=C(N)c3c(sc4c3CCCCC4)N2C2=C1C(=O)CC(C)(C)C2 (stereo not given)
    -26, 2
Cc1ccc(S(=O)(=O)N2CCOCC2)cc1NC(=O)c1cc([N+](=O)[O-])ccc1N1CCOCC1
    -4, 0
O=C(c1ccccc1)c1ccc2nc(Nc3ccccc3)c3nncn3c2c1
    -7, 9
O=C(c1ccccc1)C(O)(CN1CCCCC1)c1ccccc1 (stereo not given)
    -5, 0
O=C(NCc1ccccn1)c1cc(-n2cnnc2)ccc1Cl
    23, 8
OCc1nc2ccccc2n1Cc1ccc(Cl)cc1
    6, -2

Next structures.
Sequence of screens – H9c2 TAG inh, H9c2 TAG inh DAPI viability
COc1ccc(C(=O)NC(=O)COC(=O)C2CC2C)cc1 (stereo not given)
    20, -3
CC(C)=NNc1ncnc2nc[nH]c12
    0, -6
COc1c(F)c(F)c(C(=O)Nc2ccc(NC(=O)c3ccco3)cc2)c(F)c1F
    46, 10
COc1ccc(C(=O)NC2CCSc3ccccc32)cc1S(=O)(=O)N1CCOCC1 (stereo not given)
    29, -3
N#CC(=C(O)COC(=O)Cc1c[nH]c2ccccc12)c1nc2ccccc2[nH]1
    -2, -5
Cc1ccccc1-n1c(Cn2c(=O)sc3ccccc32)nnc1SCC(=O)N1CCCC1
    2, -9
Cc1ccccc1NC(=S)N(Cc1ccco1)C(C)c1ccccn1 (stereo not given)
    -11, 8
COCCNS(=O)(=O)c1cc(OC)ccc1OC
    7, -5
Cc1ccc(COc2ccc(/C=N/NC(=O)CN3CCCCC3)cc2)cc1
    11, 11
Cc1ccc(CNc2ncnc3cc(Cl)ccc23)o1
    -25, 10
CC(C)C(=O)N1CCN(c2ccccc2NC(=O)COc2ccc(C3CCCCC3)cc2)CC1
    -17, 11
COC(=O)C(C)n1nnc2sc(-c3ccccc3)cc2c1=O (stereo not given)
    3, 0
Cc1cc(NC(=O)CCC(=O)N(c2ccccc2)C2(C(=O)NC3CCCCC3)CCCC2)no1
    3, 0
Cc1ccc(S(=O)(=O)Nc2cccc(C(=O)NCC3(N4CCCCC4)CCCCC3)c2)cc1F
    13, -2
CC(C(=O)Nc1ccc(S(N)(=O)=O)cc1)N1CCc2ccccc21 (stereo not given)
    5, -4
Oc1ccc(-c2cnc3c(Nc4cccc(OC(F)(F)C(F)F)c4)nccn23)cc1
    4, 6
CCOC(=O)NNc1ccccc1
    9, -7
O=C(Nc1ccc(NC(=O)C2CC2)nc1)c1ccncc1
    0, -2
COc1cc(CNc2ccc(O)cc2)cc(Br)c1OCc1ccccc1
    -4, -10
CCn1c(=NC(=O)c2ccc(N3C(=O)CCC3=O)cc2)sc2c(OC)ccc(OC)c21
    7, -4
CC(=O)Nc1ccc(NC(=O)C(C)Sc2nc3ccccc3c(=O)n2Cc2ccco2)cc1 (stereo not given)
    2, 2
COC(=O)CCN1CCc2cc(N=Nc3ccc([N+](=O)[O-])cc3)ccc21
    25, -6
COc1ccc([C@H]2CC(=O)C=C(c3ccc(Oc4ccccc4)cc3)C2)cc1OC
    -6, 5
NNC(=O)c1ccc2nc(-c3ccc(Br)cc3)cn2c1
    9, 4
CN(C)c1ncc(S(=O)(=O)c2ccccc2)c(-c2ccccc2Cl)n1
    -9, 2
CCN1C(=O)[C@@H]2[C@@H](c3ccc(-c4ccc(F)cc4)cc3)N3CCCC[C@@]3(C(=O)OC)[C@@H]2C1=O
    -9, 5
O=C(NCC1CCCO1)/C(=C\c1cccs1)NC(=O)c1ccccc1 (stereo not given)
    14, -1
O=C1C=C(c2cccs2)CC(c2cccs2)C1n1cnc([N+](=O)[O-])c1 (stereo not given)
    4, -2
O=C(Nc1cccc2ccccc12)N1CCN(c2ccc(F)cc2)CC1
    5, 18
Cc1ccc2cc(/C=N/NC(=O)c3ccc(F)cc3)c(Cl)nc2c1
    -2, 3
COc1cc(CNCCCN2CCOCC2)c(Br)cc1OC(C)C
    4, 1
C/C(=N\NC(N)=S)c1cccnc1
    -2, 1
CC(C)(C)OC(=O)C[C@@H]1C/C=C\C[C@@H](CC(=O)N[C@H](CO)Cc2ccccc2)C(=O)N2CCC[C@H]2COC1=O
    10, -5
CCCCn1c(N)c(N(CC(C)C)C(=O)c2cc(C)nc3ccccc23)c(=O)[nH]c1=O
    2, 2
C=CCC(C(=O)OC)(C(=O)OC)c1ccccc1[N+](=O)[O-]
    -11, 5
O=C(CNC(=O)Cn1ccc2ccccc2c1=O)NCCCN1CCCCCC1
    6, 0
CC(=O)c1cccc(NC(=O)CC2S/C(=N/N=C/c3ccccc3)NC2=O)c1 (stereo not given)
    3, -1
CCN(CC)C(=O)C1=C(C)N(CCC2=CCCCC2)C(=O)C(CC(=O)NC2CCCC2)C1 (stereo not given)
    11, 0
CCc1c(C)nc2c(-c3ccccc3)c(C)[nH]n2c1=O
    4, -3
CSc1ncc(CN2CCN(CC=C(C)C)C(CCO)C2)cn1 (stereo not given)
    4, -12
Cc1ccc(-c2nn(Cc3ccccc3)cc2C(=O)NCC2CCCO2)cc1 (stereo not given)
    1, -2
COCC(=O)N1CCC2CC1c1c(-c3ccc(C(F)(F)F)cc3)cccc12 (stereo not given)
    -12, 9
Cc1ccc(-c2nn(C)c(=O)c3ccccc23)cc1CNC(=O)/C=C/c1ccccc1
    -3, -6
C=CCSC1=NNC(c2ccc(C(C)(C)C)cc2)=NN1
    -3, -1
Cc1cc(NC(=O)NCc2ccco2)ccc1NC(=O)NCc1ccco1
    -10, 4
Cn1c(CCNC(=O)C(C)(C)C)nc2ccccc21
    -8, 12
CCOc1c(O)ccc(C2NC(=O)N(C)C(C)=C2C(=O)OC)c1[N+](=O)[O-] (stereo not given)
    -19, 7
CC(C)C(NC(=O)c1ccc(F)cc1)C(=O)N1CCOCC1 (stereo not given)
    10, 2
COc1ccc(CCC(=O)NCCc2nc3ccccc3[nH]2)cc1
    6, 2
CCc1cc(C(=O)NNC(=O)c2csc(N3CCOCC3)n2)sc1C
    -3, 1
COc1cccc(-n2nc(-c3ccnn3-c3ccc(C)cc3)c(=O)n(C)c2=O)c1
    4, 0
O=C1NC[C@H](Cc2ccccc2)N(C[C@H]2CCCN2C[C@H](Cc2ccccc2)N2C[C@H](Cc3ccc(O)cc3)N(CCc3ccccc3)C(=O)C2=O)C1=O
    1, 0
COc1ccc(OCCC(=O)Nc2cc(C)on2)cc1
    -4, 1
CCCOc1ccc(/C(O)=C2/C(=O)C(=O)N(CCN(C)C)C2c2ccncc2)cc1 (stereo not given)
    -25, -3
CCOC(=O)Nc1n[nH]c(NC(=O)OCC)c1[N+](=O)[O-]
    -8, 4
COC(=O)c1cnn(-c2cc(Oc3ccccc3)ncn2)c1N
    -23, 3
CCN1CCN(CC(=O)c2ccc(OC)cc2)CC1
    5, -9
COC(=O)c1ccc(CSc2nc3c(cnn3-c3ccc(C)c(C)c3)c(=O)[nH]2)o1
    -16, -9
O=S(=O)(c1cccc(-c2cn3cccnc3n2)c1)N1CCCCCC1
    11, 10
C=CCn1c(C)nnc1SCC(=O)Nc1ccc2c(c1)OCCO2
    6, 7

Quoted from the listing:
For H9c2 TAG inh DAPI viability, `COc1cccc(-n2nc(-c3ccnn3-c3ccc(C)cc3)c(=O)n(C)c2=O)c1` shows 0
For H9c2 TAG inh, `C=CCC(C(=O)OC)(C(=O)OC)c1ccccc1[N+](=O)[O-]` shows -11
For H9c2 TAG inh, `CCc1c(C)nc2c(-c3ccccc3)c(C)[nH]n2c1=O` shows 4
For H9c2 TAG inh DAPI viability, `Cc1ccc(-c2nn(Cc3ccccc3)cc2C(=O)NCC2CCCO2)cc1` (stereo not given) shows -2

(next part)
Sequence of screens – H9c2 TAG inh, H9c2 TAG inh DAPI viability
Cc1ccc(S(=O)(=O)[N-]c2nc3ccccc3nc2-[n+]2cc(C)cc(C)c2)cc1
    -1, 0
COc1ccc2nc(NC(=O)CCNC(=O)c3ccccc3Cl)sc2c1
    9, 0
CCN(CC)C(=O)COc1ccc2c3c(c(=O)oc2c1)CCCC3
    5, -9
C[C@@H]1NC(=O)c2cc([N+](=O)[O-])cc(I)c2NCC[C@@H](C(N)=O)NC(=O)[C@H](CC(N)=O)NC1=O
    -6, -3
CCOc1ccc(NS(=O)(=O)c2ccc(C(=O)NCC3(N4CCCCC4)CCCCC3)cc2)cc1
    -20, -5
COC(=O)c1ccccc1NC(=O)/C=N/O
    2, 1
COc1cc(OC)c2c(C)c(Cl)c(=O)oc2c1
    -1, 65
CCC(C)Oc1nc2ccccc2nc1NS(=O)(=O)c1ccccc1 (stereo not given)
    -8, 2
Nc1cccc(Nc2ncnc3ccccc23)c1
    -16, 5
O=C1Cc2cc(NS(=O)(=O)c3ccc(Cl)cc3)cc3c2N1CCC3
    -14, 6
O=S(=O)(c1cnccc1N1CCN(/N=C/c2ccccc2)CC1)N1CCCCC1
    3, -3
O=C(NC(=S)NCCC1=CCCCC1)c1cccnc1
    3, -7
CCCCN(C)c1c(C)nc2ccc(C(=O)Nc3cc(-c4ccccc4)ccc3OC)cn12
    12, 5
NC(=O)C1CCN(C(=O)CCC(=O)c2cccs2)CC1
    -2, 0
Cc1onc(-c2c(F)cccc2Cl)c1C(=O)c1ccccc1
    -13, 8
CCOc1ccc(OCCSc2ccc(S(=O)(=O)N3CCN(C)CC3)cn2)cc1
    -10, 21
Cc1ccc(C2CC(=O)NC(SCCC(C)C)=C2C#N)cc1 (stereo not given)
    12, -4
COc1ccc(CNC(=O)c2ccncc2)cc1
    3, 1
COc1ccc(S(=O)(=O)Nc2cc3c4c(c2)CCN4C(=O)CC3)cc1OC
    -12, 9
O=C(Nc1ccccc1N1CCOCC1)c1ccc([N+](=O)[O-])cc1
    15, 13
CCN(C[C@H]1N[C@@](C)(C(=O)OC)[C@H]2C(=O)N(C)C(=O)[C@@H]12)C(=O)COc1ccccc1
    16, 0
NS(=O)(=O)c1ccc(NS(=O)(=O)c2ccc(NC(=O)c3ccc(-c4ccccc4)cc3)cc2)cc1
    -6, 1

A portion of the results above:
Sequence of screens – H9c2 TAG inh, H9c2 TAG inh DAPI viability
C[C@H]1CN=C(Nc2ccccc2)N1CC1CCCCCC1
    -9, 3
CCN(CC)c1ccc(NC(=O)OC)cc1
    -5, -9

Not all compounds are listed (hit frequency here may not be typical).
